mHTT-CaM PPI inh = mutant huntingtin-calmodulin interaction inhibitors – biochemical, AlphaScreen, primary screen | P42858 | AlphaScreen His-mHTT/GST-CaM binding, luminescence | inhibition, % at 15 µM | actives 3.6% (n = 190,000) | AID 1671202, 2021;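 further: 0% = both proteins with DMSO and 100% = one protein alone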
Target sequence (P42858 whole entry, looked up, stated change not applied): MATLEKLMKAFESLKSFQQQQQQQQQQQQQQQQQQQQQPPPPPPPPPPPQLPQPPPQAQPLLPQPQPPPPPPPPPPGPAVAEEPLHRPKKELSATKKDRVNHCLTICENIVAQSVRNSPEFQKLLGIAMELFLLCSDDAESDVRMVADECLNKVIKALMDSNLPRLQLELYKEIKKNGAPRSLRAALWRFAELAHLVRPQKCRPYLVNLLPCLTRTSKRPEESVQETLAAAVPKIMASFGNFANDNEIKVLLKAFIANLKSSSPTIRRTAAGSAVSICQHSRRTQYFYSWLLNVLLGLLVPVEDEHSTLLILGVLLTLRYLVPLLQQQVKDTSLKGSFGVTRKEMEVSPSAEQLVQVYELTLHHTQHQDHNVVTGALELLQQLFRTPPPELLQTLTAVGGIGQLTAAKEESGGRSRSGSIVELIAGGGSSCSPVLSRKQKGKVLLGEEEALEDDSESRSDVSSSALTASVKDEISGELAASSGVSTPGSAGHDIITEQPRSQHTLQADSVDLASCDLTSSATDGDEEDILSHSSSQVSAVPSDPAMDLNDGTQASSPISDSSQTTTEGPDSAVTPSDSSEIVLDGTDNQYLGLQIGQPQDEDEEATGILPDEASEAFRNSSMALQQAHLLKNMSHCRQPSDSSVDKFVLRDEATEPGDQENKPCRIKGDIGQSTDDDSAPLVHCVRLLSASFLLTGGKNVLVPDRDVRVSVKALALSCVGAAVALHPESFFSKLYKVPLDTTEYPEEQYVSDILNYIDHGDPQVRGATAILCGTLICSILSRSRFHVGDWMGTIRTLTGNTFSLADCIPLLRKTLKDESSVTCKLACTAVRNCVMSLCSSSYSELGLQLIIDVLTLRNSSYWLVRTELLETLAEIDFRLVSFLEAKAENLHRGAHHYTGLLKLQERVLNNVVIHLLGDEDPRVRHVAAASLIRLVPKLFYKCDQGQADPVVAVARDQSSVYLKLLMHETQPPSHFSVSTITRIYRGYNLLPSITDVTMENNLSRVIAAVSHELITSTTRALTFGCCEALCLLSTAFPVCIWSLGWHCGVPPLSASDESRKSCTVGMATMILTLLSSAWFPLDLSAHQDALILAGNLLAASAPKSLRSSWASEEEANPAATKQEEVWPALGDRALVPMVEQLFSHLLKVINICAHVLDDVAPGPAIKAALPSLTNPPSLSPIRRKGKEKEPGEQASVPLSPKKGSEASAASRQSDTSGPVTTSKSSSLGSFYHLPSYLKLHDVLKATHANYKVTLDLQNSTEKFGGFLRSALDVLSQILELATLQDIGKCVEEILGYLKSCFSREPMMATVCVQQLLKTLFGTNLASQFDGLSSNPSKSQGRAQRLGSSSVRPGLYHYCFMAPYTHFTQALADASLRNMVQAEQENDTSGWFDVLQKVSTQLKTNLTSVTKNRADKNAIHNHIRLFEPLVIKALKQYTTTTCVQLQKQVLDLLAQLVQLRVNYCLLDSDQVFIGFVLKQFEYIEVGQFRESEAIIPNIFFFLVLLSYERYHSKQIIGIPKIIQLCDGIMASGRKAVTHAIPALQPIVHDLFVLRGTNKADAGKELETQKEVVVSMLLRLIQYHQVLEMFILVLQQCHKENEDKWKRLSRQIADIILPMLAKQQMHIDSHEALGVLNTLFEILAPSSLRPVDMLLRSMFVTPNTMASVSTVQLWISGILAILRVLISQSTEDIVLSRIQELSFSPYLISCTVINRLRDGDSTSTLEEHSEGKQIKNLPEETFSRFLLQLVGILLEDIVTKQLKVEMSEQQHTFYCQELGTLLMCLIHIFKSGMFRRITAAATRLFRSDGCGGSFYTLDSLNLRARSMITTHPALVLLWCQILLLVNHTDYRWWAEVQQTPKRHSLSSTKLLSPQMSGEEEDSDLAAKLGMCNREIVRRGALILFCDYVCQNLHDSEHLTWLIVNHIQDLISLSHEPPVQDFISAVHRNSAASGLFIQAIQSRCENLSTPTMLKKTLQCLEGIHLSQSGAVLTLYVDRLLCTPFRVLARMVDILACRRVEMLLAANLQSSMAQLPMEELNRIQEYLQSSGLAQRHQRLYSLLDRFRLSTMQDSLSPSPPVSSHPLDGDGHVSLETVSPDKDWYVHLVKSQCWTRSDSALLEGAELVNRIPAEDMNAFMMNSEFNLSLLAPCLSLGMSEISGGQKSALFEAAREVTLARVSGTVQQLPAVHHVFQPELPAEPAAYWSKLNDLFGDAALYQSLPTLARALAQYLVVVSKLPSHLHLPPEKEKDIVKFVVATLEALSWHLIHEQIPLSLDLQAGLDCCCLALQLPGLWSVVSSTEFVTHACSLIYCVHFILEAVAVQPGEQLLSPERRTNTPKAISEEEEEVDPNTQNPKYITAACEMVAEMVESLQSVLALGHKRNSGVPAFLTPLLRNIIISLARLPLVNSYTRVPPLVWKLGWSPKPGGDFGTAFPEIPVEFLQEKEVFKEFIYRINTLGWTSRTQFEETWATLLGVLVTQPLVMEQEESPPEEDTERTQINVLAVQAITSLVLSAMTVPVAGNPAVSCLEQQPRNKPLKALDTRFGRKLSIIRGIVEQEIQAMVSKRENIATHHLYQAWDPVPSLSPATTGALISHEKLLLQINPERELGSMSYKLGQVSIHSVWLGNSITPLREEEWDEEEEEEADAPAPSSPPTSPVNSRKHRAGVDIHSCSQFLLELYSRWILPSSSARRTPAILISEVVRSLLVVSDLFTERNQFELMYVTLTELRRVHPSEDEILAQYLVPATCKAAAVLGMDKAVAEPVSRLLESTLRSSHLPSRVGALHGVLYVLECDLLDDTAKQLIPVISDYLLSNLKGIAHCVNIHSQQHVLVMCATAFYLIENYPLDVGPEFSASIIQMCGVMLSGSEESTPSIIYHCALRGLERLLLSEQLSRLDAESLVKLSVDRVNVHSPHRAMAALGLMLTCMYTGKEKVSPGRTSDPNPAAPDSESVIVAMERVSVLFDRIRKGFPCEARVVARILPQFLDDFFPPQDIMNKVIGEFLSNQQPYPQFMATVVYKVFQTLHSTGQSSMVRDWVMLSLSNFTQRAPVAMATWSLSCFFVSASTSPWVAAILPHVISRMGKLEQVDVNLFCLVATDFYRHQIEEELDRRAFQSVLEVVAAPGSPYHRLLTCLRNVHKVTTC
Pf apPOL inh = Pf-apPOL inhibitors, biochemical, fluorescence; Plasmodium falciparum apicoplast DNA polymerase (apPOL); Recombinant Pf-apPOL, molecular beacon fluorescence, 1.5 h; inhibition, % at 10 µM; actives 0.25% (n = 210,000)
* hit, by the source's call; x = no result given; & = joins results of further samples. No stated cut-off is given here; in the data, active means inhibition above about 50%; inactive means the rest.

Below each compound: mHTT-CaM PPI inh, Pf apPOL inh
- O=C(NCc1ccccc1C(F)(F)F)C1CCN(c2nnc(-c3ccccc3)o2)CC1
  3, 2
- O=C(Nc1cccs1)N1CCN(Cc2nnnn2-c2cccc(F)c2)CC1
  18, 8
- CNC(=O)c1cc(Sc2nnc(C)s2)nc2ccccc12
  -2, -23
- O=C(c1ccccc1F)N1CCCN(C2CCN(Cc3ccccc3)C2=O)CC1 (stereo not drawn)
  16, -6
- CC(C)c1ccc(OCC(=O)Oc2ccc3c(c2)ncn3C)cc1
  -12, -11
- CCc1nnc(SCC(=O)Nc2ccccc2OC)nc1CC
  0, -4
- CCC(=O)NCC1CCCN(C(=O)NC2CCCC2)C1 (stereo not drawn)
  1, 2
- CCC(=O)c1ccc(Br)cc1[N+](=O)[O-]
  1, -11
- CC(C)(C)c1ccc(C(=O)N2CCC(c3nc(CNC(=O)C4CC4)cs3)CC2)cc1
  25, 1
- c1ccc(N2CCN(C3C4CC5CC(C4)CC3C5)CC2)cc1 (stereo not drawn)
  7, -2
- COc1ccc(-n2ncc3c2CC(c2ccc(F)cc2)CC3=O)cc1 (stereo not drawn)
  23, -3
- COc1ccccc1OCCNC(=O)C1CCc2nc(N3CCCCC3)ncc2C1 (stereo not drawn)
  0, -5
- Cc1ccc(C(=O)CC(=O)c2ccccc2C)c(O)c1
  37, 4
- O=C(NCc1ccco1)c1cc2cc(Br)cc(Br)c2oc1=O
  3, -2
- COC(=O)c1sccc1NNC(=O)C(C)=CC(=O)O
  x, 2
- COCCNC(=O)NCC1(c2cccs2)CCOCC1
  -7, -1
- Cc1[nH]n(-c2cccc(Cl)c2)c(=O)c1C=Nc1ccccc1Cl
  7, -6
- O=C(NCc1ccccc1)c1cccc(Br)n1
  -5, -4
- Cc1ccc(C)c(S(=O)(=O)Nc2cccc(C)n2)c1
  -8, 1
- CN(C)c1cc(C(=O)Nc2ccccc2)c2ccccc2n1
  -4, -10
- COc1ccc(OCC2CN(C(=O)c3ccc(F)cc3F)CCO2)cc1 (stereo not drawn)
  2, 2
- O=C(NCC1CC1)C1CCN(c2nc3ccsc3c(=O)n2Cc2ccccc2)CC1
  7, -2
- O=C(Cc1ccccc1F)N1CCOc2ccccc2C1
  0, 1
- COc1cc(C(=O)Nc2nc(-c3ccc(Cl)cc3)cs2)cc(OC)c1OC
  4, -1
- COc1cccc(-c2noc(C3CCN(C(=O)c4cccc(F)c4)CC3)n2)c1
  4, -2
- CCOCCCNC(=O)C1CCN(c2ccncc2)CC1
  -10, 0
- CCOc1ccc(N(CC(=O)NC2CC2)S(=O)(=O)c2ccc(C)cc2)cc1
  4, -1
- NCc1c[nH]c(=S)n1[C@H]1CCc2c(F)cc(F)cc2C1
  x, -4
- O=C(O)CCCc1nc(-c2ccccn2)no1
  x, 2
- CC(C)(C)C(=O)NCC1(O)CCCC1
  0, -4
- CCCCN1CC(C)(C)[C@H](CC(=O)Nc2ccccc2)C1=O
  -8, -4
- CC(=O)c1cccc(NC(=O)C2CC3CCCN3C23C(=O)Nc2ccccc23)c1 (stereo not drawn)
  7, -7
- Cc1ccc(-n2nnc3ccccc3c2=O)cc1C
  x, -7&-3
- COc1ccc2oc(=Nc3ccc(C(=O)O)cc3)c(C(N)=O)cc2c1
  1, 0
- CC1CN(c2ccc(NC(=S)Nc3ccc(N4CC(C)OC(C)C4)cc3)cc2)CC(C)O1 (stereo not drawn)
  x, -3
- COc1ccc(NC(=O)N2CCC3(CC2)NC(=O)c2cc(C)ccc2N3C)cc1
  -2, -1
- COc1ccccc1C1OC(=O)CC1C(=O)OCC1CCCN2CCCCC12 (stereo not drawn)
  x, -7
- Cc1nc2c([N+](=O)[O-])cc(Br)cc2c(=O)[nH]1
  2, -5
- COc1cc(/C=C2/C(=O)N(c3ccc(Cl)c(C(=O)O)c3)N=C2C)c([N+](=O)[O-])cc1OC
  -2, -4
- CNC1CCc2cc(OC)c(OC)c(OC)c2-c2ccc(NC3CCCCNC3=O)c(=O)cc21 (stereo not drawn)
  x, -13
- C[C@H]1CCCN1c1ccc2c(c1)O[C@@H]1CCN(C1)S2(=O)=O
  -3, 0
- Cc1ccc2c(Nc3ccc(C)c(F)c3)c(-c3nc(C)no3)cnc2n1
  11, -2
- O=C1Nc2ccccc2N(O)N1c1c(F)cccc1F
  1, -8
- CN(C)c1ccc(Nc2nc(-c3ccc(Cl)cc3)cs2)cc1
  57*, 5
- CC1CCN(C2=NC(=O)/C(=C/c3ccc(Br)cc3)S2)CC1
  0, -2
- COc1ccc(-c2nc(C(=O)NCc3ccc(F)cc3)cs2)cc1
  -1, -6
- COc1ccc(CNC(=O)C2CCN(c3nccc(C)n3)CC2)c(OC)c1
  -1, 3
- CCCCC(=O)N1CCc2cc(OC)c(OC)cc2C1COc1ccccc1OC (stereo not drawn)
  -2, 0
- O=C(Nc1ccc(OC(=O)N2CCOCC2)cc1)N1CCOCC1
  -6, -6
- Cc1ccc([N+](=O)[O-])cc1NC(=O)c1cc2ccccc2oc1=O
  -2, -4
- COC(=O)c1ccc(-c2ccccc2O)cc1
  16, 1
- Cn1c(=O)c2c(-c3ccc(F)cc3)cc(-c3cccc(F)c3)nc2n(C)c1=O
  x, -2
- C=CCN(c1ccccc1)S(=O)(=O)c1ccc(N2C(=O)c3ccccc3C2=O)cc1
  0, -2
- O=S(=O)(Nc1ccc(Nc2ccccc2)c(NS(=O)(=O)c2ccccc2)c1)c1ccccc1
  63*, -2
- Cc1nn(-c2ccc(C(=O)NCc3cccnc3)cc2)c2c1C(=O)CC(C)(C)C2
  -2, 3
- Clc1ccc(N2CCN(Cc3ccsc3)CC2)cc1
  6, 2
- O=C1N/C(=C/c2ccc(N3CCCC3)cc2)C(=O)N1Cc1ccc([N+](=O)[O-])cc1
  16, 3
- C=CCc1ccccc1OCCn1ccnc1
  6, 2
- O=c1ccc2cc(N=Cc3ccc(C=Nc4ccc5oc(=O)ccc5c4)cc3)ccc2o1
  5, -9
- O=C1c2ccccc2-c2nc3ccccc3cc21
  5, x

Ordered by count of non-hydrogen atoms (falling): part of the list above.
Below each compound: mHTT-CaM PPI inh, Pf apPOL inh
- CNC1CCc2cc(OC)c(OC)c(OC)c2-c2ccc(NC3CCCCNC3=O)c(=O)cc21 (stereo not drawn)
  x, -13
- Cn1c(=O)c2c(-c3ccc(F)cc3)cc(-c3cccc(F)c3)nc2n(C)c1=O
  x, -2
- Cc1ccc2c(Nc3ccc(C)c(F)c3)c(-c3nc(C)no3)cnc2n1
  11, -2
- CN(C)c1ccc(Nc2nc(-c3ccc(Cl)cc3)cs2)cc1
  57*, 5
- O=C1c2ccccc2-c2nc3ccccc3cc21
  5, x

(cont.)
Below each compound: mHTT-CaM PPI inh, Pf apPOL inh
- Cc1cc(C)n(-c2cc(NCc3ccccc3Cl)ncn2)n1
  -7, 2
- CC(C)NC(=O)C1CN(C(=O)CC(C)(C)C)CC1c1ccccc1 (stereo not drawn)
  4, 3
- CCCCNC(=O)c1nc2ncc(Br)cn2n1
  -2, -3
- Cc1nc(NCCNC(=O)Cc2noc3ccccc23)cc(-n2ccnc2C)n1
  -8, -2
- CCN(CC)CCCN1C(=O)CCc2c(C)nc(C)nc21
  -8, 1
- COc1cccc(C(=O)N2CCC(Oc3nc4c(C)ccc(C)c4s3)CC2)c1OC
  64*, -2
- CCC(=O)NCC1CCCN(C(=O)Nc2ccccc2OC)C1 (stereo not drawn)
  -4, 0
- Cc1ccc(N(Cc2nnc3n2CCCCC3)C(=O)Nc2ccccc2)cc1C
  1, -2
- O=C(CN1CCCc2ccccc21)N1CCc2ccccc21
  x, 0
- O=S(=O)(NCc1cccnc1)c1cccc2nsnc12
  2, -9
- O=C(C=NNc1ccccc1)Nc1ccccc1C(=O)O
  x, 88*
- O=C(Nc1cccc(Cl)c1)c1cc(S(=O)(=O)N2CCC3(CC2)OCCO3)ccc1F
  10, 2
- O=C1c2ccccc2C2=c3c1cccc3=CC(c1ccccc1)N=N2 (stereo not drawn)
  5, 10
- Cc1ccc(NC(=O)Cc2nnc(-c3ccc4ncccc4c3)o2)cc1Cl
  19, 3
- Cc1ccc(C(=O)N2CCc3sc(C(=O)NCCN4CCCCCC4)cc3C2)cc1
  19, -7
- CC1CCN(S(=O)(=O)c2cccc(C(=O)Nc3ccccn3)c2)CC1
  3&-1, 7&-50
- CC(=O)c1sc(-c2ccccc2)cc1NC(=O)CN1CCN(C(=O)c2ccc(C)cc2)CC1
  x, -6
- O=C(CSc1nc2ccccc2o1)Nc1ccccc1
  -2, -1
- CCOc1ccc(C(=O)Nc2ccc(NC(=O)C(C)C)cc2)cc1[N+](=O)[O-]
  -2, -3
- COc1ccc(/C=C2\N=C(c3ccc(OC)c(Br)c3)OC2=O)cc1
  32, -5
- Cc1c(Cc2c(Cl)cccc2Cl)c(=O)oc2cc(OCC(=O)OCC(=O)C(C)(C)C)ccc12
  x, -7
- O=C1CC(c2ccccc2)CN1C(=O)c1ccccc1Cl (stereo not drawn)
  -6, -12
- CNC(=O)N1CCCC(c2cccc(C(=O)N3CCN(c4ccccc4)CC3)c2)C1 (stereo not drawn)
  -1, -7
- CCOC(=O)c1csc(NC(=O)c2ccn(CC)n2)n1
  -22, -9
- O=C(NC1CC1)c1csc(CN2CCN(c3ccccc3)CC2)n1
  3, -3
- Cc1ccc(-c2nc3ccccc3c(=O)o2)cc1[N+](=O)[O-]
  -2, 1
- O=C(Nc1ccc2c(c1)OCO2)C1CCCCN1S(=O)(=O)c1ccc(Cl)s1 (stereo not drawn)
  21, 0
- COc1ccc(-n2c(C=C(C)O)nc(=O)c3c(C)cc(C)nc32)cc1
  7, -3
- COc1ccc2cc3cc(C(=O)Nc4cc(Cl)ccc4OC)oc3nc2c1
  2, 4
- N#Cc1ccccc1S(=O)(=O)Nc1ccccc1[N+](=O)[O-]
  x, 1

One compound at a time, as listed above.
Listed for `CCN(CC)CCCN1C(=O)CCc2c(C)nc(C)nc21` : mHTT-CaM PPI inh = -8; Pf apPOL inh = 1
Listed for `CC1CCN(S(=O)(=O)c2cccc(C(=O)Nc3ccccn3)c2)CC1` : mHTT-CaM PPI inh = 3&-1; Pf apPOL inh = 7&-50

The list continues.
Below each compound: mHTT-CaM PPI inh, Pf apPOL inh
- Cc1cccc(OCCn2c(N)nc3ccccc32)c1
  7, -4
- CCOc1cccc2sc(NC(=O)c3cc(C)cc(C)c3)nc12
  -8, -2
- CCOC(=O)c1nnn2c1nc(NN=Cc1ccc(Cl)cc1)c1ccccc12
  x, -27
- CCC(=O)N1CCc2sc(S(=O)(=O)Nc3cc(Cl)ccc3OC)cc2C1
  8, -5
- CCOCCCNC(=O)c1ccc(CN2C(=O)C3CCCN3C(=O)c3ccccc32)cc1 (stereo not drawn)
  3, 2
- Cc1ccc(N2CC(C(=O)NCc3ccccc3F)CC2=O)cc1 (stereo not drawn)
  -4, -6
- O=C(Nc1ccc(F)cc1)N1CCc2ccccc21
  -3, -6
- Cc1cc(-c2cc(Cl)ccc2O)n[nH]1
  6, -4
- O=C(c1ccncc1)N1CCCn2nc(-c3cccs3)cc2C1
  -2, -5
- Cc1ccc(OCCn2c(SCC(N)=O)nc3ccccc32)cc1
  17, 2
- CCC1CCC(NCCN2CCOCC2)CC1 (stereo not drawn)
  -8, -3
- CN1CCN(c2nc(N3CCOCC3)c3ccccc3n2)CC1
  -3, -12
- Cc1cc(C)cc(OCC(=O)Nc2ccc(-c3nc4ncccc4o3)cc2)c1
  1, 0
- CS(=O)(=O)N(CC(=O)NC1CCCCC1)c1cc(C(F)(F)F)ccc1Cl
  0, -7
- CCOc1ccc(N=C2SC(C(=O)O)CC(=O)N2C)cc1 (stereo not drawn)
  -4, 0
- CC(=O)N1CCc2[nH]c3ccc(C(=O)NCc4ccc(N5CCN(C)CC5)cc4)cc3c2C1
  21, -2
- CC(=O)N=c1c(=O)c2c(c(=O)c1=Nc1ccccc1)NON2
  11&4, -1&0
- CC(=O)Nc1ccc(-c2nc(Cn3cccn3)c(C)o2)cc1
  3, 1
- Cc1nn(C(=O)c2ccco2)c(C)c1Sc1ccccc1
  -3, -6
- Brc1ccc(CN2CCN(c3ncccn3)CC2)s1
  -4, -18
- COCCN(CCOC)Cc1c(O)cc(C)c2c1OC(=Cc1ccncc1)C2=O
  13, -8
- COc1ccc(C2CC(C(F)(F)F)n3ncc(C(=O)N4CCCCC4)c3N2)cc1OC (stereo not drawn)
  17, 3
- O=[N+]([O-])c1ccc(-c2cn3ccccc3n2)cc1
  0, 0
- O=C(Nc1ccc(Cl)cc1)c1noc2c1CCCC2
  -12, -2
- Cn1c2c(c(=O)n(C)c1=O)COC2=O
  -6, x
- Cc1ccc([C@H]2C[C@H](O)[C@@H](n3cc(C4CC4)nn3)CN2C(=O)c2cccs2)cc1
  -1, -3
- OC(COc1ccccc1Br)CN1CCN(Cc2ccccc2)CC1 (stereo not drawn)
  -4, -4
- CC(C)OC(=O)NC(Nc1nccs1)(C(F)(F)F)C(F)(F)F
  x, -13
- COc1nccnc1N1CCC(N(C)C(=O)Cc2ccsc2)C1 (stereo not drawn)
  3, 1
- O=C(NCCNc1ccc(Nc2ccccn2)nn1)c1ncccn1
  100*, -1
- CCCn1c(C2CCN(C(=O)c3ccc(F)c(F)c3)C2)nc2cccnc21 (stereo not drawn)
  -2, 0
- CNC(=O)N1CCC(n2cnc3ccccc32)CC1
  -3, -4
- CC(=O)N1CCN(C(=O)c2cc3c(s2)CN(C2CC2)C3)CC1
  10, -4
- COc1ccc(C=C2Oc3c(ccc4c3CN(Cc3ccccn3)CO4)C2=O)c(OC)c1OC
  -6, -4
- Cc1cccc(NC(=O)N2CCC(n3cnc4c(C)cccc4c3=O)CC2)c1
  2, -1
- CC(=O)Nc1cccc(NC(=O)CCCOc2ccccc2)c1
  4, -6
- O=C(CN1C(=O)c2cccc([N+](=O)[O-])c2C1=O)Nc1nc(-c2ccccc2)cs1
  -3, -1
- CC(C)Oc1ccc(C(=O)Nc2c3c(nn2-c2ccc(Cl)cc2)CS(=O)(=O)C3)cc1
  11, -3
- CC(=O)c1coc2ccc(OCCN3CCCCC3)cc12
  1, -10

Screening data (PubChem BioAssay)

An unsorted share of the library; overall some 3.6% were active at least once.
